NCI-60 one-dose screen, 48 h, at 10 µM unless noted. Numbers give growth in % (100 = growth as untreated, 0 = no growth, -100 = all killed).
EKVX – EKVX NSCLC. 71,000 tested, 3% active
HOP-92 – HOP-92 NSCLC cells; 71,000 tested, 6.3% active; AID 1794738
MALME-3M – MALME-3M melanoma. 78,000 tested, 5.8% active
HOP-62 – HOP-62 NSCLC; 80,000 tested, 3.9% active; AID 1794735
UACC-62 – UACC-62 melanoma; 81,000 tested, 5.4% active; AID 1794756
UACC-257 – UACC-257 melanoma. 78,000 tested, 4.4% active. AID 1794764
M14 – M14 melanoma; 80,000 tested, 6.2% active; AID 1794745
A549/ATCC – A549/ATCC NSCLC. 81,000 tested, 3.7% active
Starred values were filed as active, the others as inactive; · = not tested or not shown. The calls were made as follows: active = growth percent below 10; inactive = the rest.

cpd	molecule	EKVX	HOP-92	MALME-3M	HOP-62
1	CC(C)COC(=O)/C=C(\CC(=O)OCC(C)C)C(=O)OCC(C)C	101	87	90	103
2	N=c1scc(-c2ccc(Cl)cc2)n1CC(=O)N1CCOCC1	·	82	105	99
3	Cc1nc2ccccc2o1	108	83	109	98
4	O=S(=O)(Nc1ccc(NS(=O)(=O)c2ccccc2)c(Cl)c1)c1ccccc1	106	95	103	110
5	O=C(Nc1ccc(F)cc1)Nc1cccc2ccccc12	71	77	78	82
6	COc1cccc(Cn2c(Oc3ccccc3)nc3c2c(=O)n(C)c(=O)n3C)c1	·	91	112	107
7	C=C(C)COC(=O)c1c(C)cc(C)cc1C	97	121	89	88
8	CC(=O)N1N=C(c2cccc(OCCCCOc3cccc(C4=NN(C(C)=O)C(c5ccccc5)C4)c3)c2)CC1c1ccccc1 (stereo not drawn)	40	83	97	90
9	C[n+]1ccc(C[n+]2ccccc2)c2ccccc21	106	110	87	·
10	Cc1ccc(S(=O)(=O)c2nc(-c3ccccc3)sc2S(C)(=O)=O)cc1	109	112	92	109
11	CC(=O)c1ccc(N2CN(c3ccc(F)cc3)CC3=C2CC(C)(C)CC3=O)cc1	76	78	91	65
12	CCC/C(=C\c1ccc(OCOC)c(OCOC)c1)C(=O)NC(Cc1ccccc1)C(=O)C(=O)NCc1ccccc1 (stereo not drawn)	85	93	107	104

cpd	UACC-62	UACC-257	M14	A549/ATCC
1	86	92	100	88
2	83	95	92	85
3	90	111	·	109
4	89	103	101	101
5	70	103	100	91
6	95	98	92	88
7	99	73	96	67
8	56	49	72	61
9	80	103	98	99
10	88	102	97	106
11	32	86	34	71
12	68	100	107	87

Later entries
cpd	molecule	EKVX	HOP-92	MALME-3M	HOP-62
13	COc1cc(-c2nc(SCCC(C)C)nc(Nc3ccc(F)c(Cl)c3)c2C#N)cc(OC)c1OC	103	96	97	77
14	Cc1cc(Cl)ccc1NC(=O)Nc1ccc2oc(=O)ccc2c1	104	·	109	120
15	Cc1nn(-c2ccccc2)c2ncnc(N/N=C/c3cccc([N+](=O)[O-])c3)c12	82	·	·	124
16	OCC1OC(c2ccccc2)OC2COC(c3ccccc3)OC12 (stereo not drawn)	98	101	100	110
17	Cn1c(COC(=O)NCCN2CCOCC2)nc2c(N3CCOCC3)nc(-c3ccccc3)nc21	-63*	-63*	-92*	23
18	O=S(=O)(NCC[C@@H]1C[C@H]1c1ccc2ccccc2c1)C(F)(F)F	94	87	99	·
19	O=C1NC(=NCCO)S/C1=C\c1ccc(O)cc1	100	·	83	85
20	CCCCCCCCCCCCCCCC(=O)N(CCC#N)CCC#N	·	90	91	88
21	N#Cc1c(-c2ccc(Cl)cc2)nc(SCC(=O)Nc2nc(-c3ccc(Cl)cc3)cs2)[nH]c1=O	97	77	133	89
22	CC(=O)OC(C(=O)NC(C(=O)O)C(C)C)c1ccccc1 (stereo not drawn)	98	87	108	92
23	CC(C)C[C@H](NC(=O)[C@H](Cc1ccccc1)n1ccc(Nc2ccccc2)cc1=O)B(O)O	·	96	111	105
24	O=C1c2ccccc2C(=O)c2c(SC(=S)N3CCOCC3)cccc21	95	108	115	104

cpd	UACC-62	UACC-257	M14	A549/ATCC
13	85	117	104	56
14	96	100	112	108
15	85	98	101	90
16	99	95	108	99
17	-94*	-47*	-76*	31
18	80	96	94	93
19	97	107	99	95
20	77	109	99	93
21	89	100	88	92
22	96	91	105	91
23	99	97	95	95
24	84	104	106	104

Following part:
cpd	molecule	EKVX	HOP-92	MALME-3M	HOP-62
25	CCN(CC)CCCC(C)Nc1ccnc2ccc(Cl)cc12 (stereo not drawn)	90	15	95	91
26	NN1c2nc3c(cnn3-c3ccccc3)c(=O)n2NC1c1ccc(Cl)cc1 (stereo not drawn)	99	101	91	98
27	COc1ccc(C(=O)NN/C=N\c2oc(-c3ccc(OC)cc3)cc2C#N)cc1	97	89	112	109
28	COc1ccc(C(OC(=O)c2ccc([N+](=O)[O-])cc2)c2ccccc2)cc1 (stereo not drawn)	·	90	94	100
29	CCCCCCCCCCCCNC(=S)N/N=C/c1cc(Cl)ccc1O	101	103	108	107
30	CCOc1ccc(NC(=O)CSc2nn3c(=O)c(C(C)(C)C)nnc3s2)cc1	88	92	136	115
31	CNC(=O)OC[C@H]1N=C(C)c2ccccc2N(CC(=O)N[C@@H](CB(O)O)C(C)C)C1=O	·	103	78	99
32	Oc1cccc(-c2nc(-c3n[nH]c(=S)o3)cc3c2[nH]c2ccccc23)c1	106	126	108	91
33	O=c1[nH]c2ccc(Oc3ncccn3)cc2c(=O)n1Cc1cccc(NC(=S)Nc2cccc(F)c2)c1	104	97	104	99
34	CCOC(=O)CNC(=O)CN(Cc1ccccc1)C(=O)[C@@]1(C)CCC[C@]2(C)[C@H]3C[C@H]4C(C(C)C)=C[C@]3(CC[C@H]21)[C@@H]1C(=O)OC(=O)[C@@H]14	68	75	101	83
35	N#CC1=C(N)Oc2c(ccc3ccccc23)C1c1ccc(Cl)cc1Cl (stereo not drawn)	93	101	113	97
36	CC1CCN(C(=S)SCc2ccc(-c3ccccc3-c3nn[nH]n3)cc2)CC1	101	96	96	98

cpd	UACC-62	UACC-257	M14	A549/ATCC
25	80	84	70	88
26	90	102	89	102
27	104	103	103	97
28	102	85	101	99
29	80	105	101	100
30	86	102	115	103
31	90	99	97	98
32	93	113	100	101
33	83	92	95	92
34	64	89	73	54
35	95	108	106	106
36	98	108	102	86

Pulled by structure from the entries so far (4):
cpd	molecule	EKVX	HOP-92	MALME-3M	HOP-62
3	Cc1nc2ccccc2o1	108	83	109	98
26	NN1c2nc3c(cnn3-c3ccccc3)c(=O)n2NC1c1ccc(Cl)cc1 (stereo not drawn)	99	101	91	98
16	OCC1OC(c2ccccc2)OC2COC(c3ccccc3)OC12 (stereo not drawn)	98	101	100	110
9	C[n+]1ccc(C[n+]2ccccc2)c2ccccc21	106	110	87	·

cpd	UACC-62	UACC-257	M14	A549/ATCC
3	90	111	·	109
26	90	102	89	102
16	99	95	108	99
9	80	103	98	99

Further records.
cpd	molecule	EKVX	HOP-92	MALME-3M	HOP-62
37	C=C1C(=O)O[C@H]2[C@H]1CC/C(Cn1cc(CNCCc3c[nH]c4ccc(OC)cc34)nn1)=C\CC[C@@]1(C)O[C@@H]21	101	80	104	79
38	Cc1cc(C)c2nc(C)c(C)[n+]([O-])c2c1	99	93	96	73
39	CCCCCC(=O)OC1CCC(C(C)(C)C)CC1 (stereo not drawn)	98	91	107	108
40	Cc1c(Nc2n[nH]c(=S)s2)c(=O)n(-c2ccccc2)n1C	100	111	90	103
41	O=S(=O)(NCCCNc1nccc(-c2c(-c3cccc(F)c3)nc3sccn23)n1)c1ccc(Br)cc1	57	74	69	94
42	c1ccc(Cn2cc3c(c2-c2ccccc2)CCc2cnoc2-3)cc1	80	66	46	75
43	CS(C)(NC(N)=O)OS(=O)(=O)O	106	98	129	107
44	CSc1nnc(CN2CCN(c3cc4c(cc3F)c(=O)c(C(=O)O)cn4C3CC3)CC2)o1	102	89	99	86
45	Cc1cc(C2=NNC(=O)Cc3cc4c(cc32)OCCO4)ccc1N	97	96	89	90
46	CCOC(=O)C1=C(CSC2=NCCS2)N(C)C(=O)NC1c1ccccc1 (stereo not drawn)	87	83	73	92
47	O=C(O)CC/C(=N\NC(=O)c1ccncc1)c1ccc(F)cc1	111	·	98	100
48	CCN(CC)CCSc1cc(C)c2ccc(N)nc2n1	·	·	106	104

cpd	UACC-62	UACC-257	M14	A549/ATCC
37	93	76	94	87
38	105	85	102	69
39	102	·	100	102
40	99	106	105	101
41	18	62	48	55
42	43	92	44	60
43	119	92	109	94
44	94	94	100	93
45	89	104	77	97
46	74	86	77	84
47	94	105	103	102
48	103	96	106	101

(next part)
cpd	molecule	EKVX	HOP-92	MALME-3M	HOP-62
49	CCCCCCCSc1ccc(C(=O)O)cc1	·	83	111	106
50	COC(=O)c1nc(=S)[nH]c(C(=O)OC)c1C(=O)c1ccc(O)cc1O	103	·	105	117
51	O=C1/C(=C/c2ccccc2)CN(C(=O)CCN2CCC(=NO)CC2)C/C1=C\c1ccccc1	1.1*	78	-13*	50
52	C=CC(CC(c1ccccc1)(c1ccccc1)c1ccccc1)N(CC)CC (stereo not drawn)	76	55	54	87
53	S=C(NCCc1ccccc1)Nc1ccc(OCc2nc3ccccc3[nH]2)cc1	101	100	102	103
54	C#C[C@H](O)/C=C/CCCCCCC#C[C@H](O)CC[C@@H](O)C#CCCCCCC/C=C/[C@@H](O)C#C	90	12	-33*	85
55	COc1ccc(CCN2CCN(c3cccc(Cl)c3)CC2)cc1OC	89	84	91	73
56	O=C(Cn1ccc2ccccc21)Nc1ccc(-c2nc3ccccc3s2)cc1	107	105	108	103
57	CC1=C(C)C(=O)C(Nc2cccc(C(=O)OC(C)(C)C)c2)=C(Cl)C1=O	90	56	94	103
58	Cc1ccc(-c2nc([P+](c3ccccc3)(c3ccccc3)c3ccccc3)c(Nc3ccccc3)o2)cc1	-2.8*	-14*	-44*	-16*
59	CN(C)/C=C1\CC2C(=O)N(/C(=C/N(C)C)c3ccncc3)C(N(C)C)N2C1=O (stereo not drawn)	90	87	97	89
60	Cc1ccc(NC(=O)NNC(=O)/C=C/c2cn(-c3ccccc3)nc2-c2ccc(Cl)cc2)cc1	101	112	106	110

cpd	UACC-62	UACC-257	M14	A549/ATCC
49	99	96	113	99
50	105	109	104	117
51	-60*	11	0.2*	71
52	44	79	30	82
53	93	99	96	101
54	80	101	93	91
55	89	·	78	95
56	95	100	108	98
57	93	91	83	90
58	-26*	-14*	-40*	4.9*
59	96	81	96	77
60	84	104	99	105

Next section
cpd	molecule	EKVX	HOP-92	MALME-3M	HOP-62
61	C/C(=N\Nc1ccc(S(N)(=O)=O)cc1)c1cc2cc(Br)ccc2oc1=O	83	67	101	98
62	COc1cc(C2NC(=O)NC(C)=C2C(=O)OC(C)C)ccc1OCc1ccccc1 (stereo not drawn)	71	75	75	85
63	O=C(COc1ccc(/C=C2\C(=O)Nc3ccc(Cl)cc32)cc1)Nc1ccc(Cl)cc1	75	93	81	63
64	O=C(CCN1C(=O)/C(=C/c2ccc(Cl)cc2)SC1=S)NCCCN1CCOCC1	91	102	100	101
65	CN(C)c1nc(-c2cccs2)n2nc(-c3ccc(Cl)cc3)cc2n1	50	·	58	-40*
66	COC(=O)C1C(C)=Nc2c(N)ncnc2NC1c1ccccc1 (stereo not drawn)	100	102	90	88
67	COc1ccc2c(c1)CCc1cn[nH]c1-2	·	61	93	51
68	CN(NC(=O)C1CCC(=O)N1)c1ccccc1 (stereo not drawn)	104	111	107	104
69	O=S(=O)(Nc1nccs1)c1ccc(NC2Nc3nc4ccccc4nc3S2)cc1 (stereo not drawn)	84	82	85	86
70	COc1ccc(-c2nnc(SCC(=O)Nc3ccc(C(=O)/C=C/c4ccc(Cl)cc4)cc3)n2-c2ccccc2)cc1	102	105	112	100
71	Cc1ccc(-c2nc3ccccc3n2CC(=O)N/N=C/c2ccc(OCc3ccccc3)cc2)o1	79	·	104	83
72	O=C(CCCCCCN1CC(=O)N2[C@@H](c3ccc(C(F)(F)F)cc3)c3[nH]c4ccccc4c3C[C@H]2C1=O)NO	77	67	48	59

cpd	UACC-62	UACC-257	M14	A549/ATCC
61	92	108	102	93
62	65	86	89	70
63	28	82	7.5*	57
64	92	102	103	102
65	71	80	61	11
66	95	113	102	114
67	55	105	92	91
68	99	103	106	102
69	90	102	109	104
70	84	115	86	88
71	86	90	86	77
72	36	68	68	105

The listing continues:
cpd	molecule	EKVX	HOP-92	MALME-3M	HOP-62
73	CC(=O)NCc1c(I)c(NC(C)=O)c(I)c(C(=O)O)c1I	98	89	96	114
74	O=c1[nH]c(N2CCC(Cc3ccccc3)CC2)nc2sc3c(c12)CCCC3	99	91	102	94
75	CN(C)CCC(=O)C1CCCS1 (stereo not drawn)	99	120	104	100
76	CCC/C(=C(\C)c1ccccc1)c1ccccc1	109	98	98	92
77	Nc1cc(Cl)c(O)c(Cl)c1	96	98	130	110
78	Cc1nn(-c2ccccc2)c(N)c1N=C1NC(=O)/C(=C/c2ccc(Cl)cc2)S1	91	80	87	·
79	CS(=O)(=O)c1ccc2c(c1)c1c(n2S(=O)(=O)c2ccc(Cl)cc2)CCCC1	48	33	54	38
80	O=c1[nH]c2ccccc2c(-c2cccc(O)c2)c1O	93	77	91	102
81	CN(C)CC1CCCCCC(CN(C)C)C1=O (stereo not drawn)	111	73	-30*	113
82	CCCCCCCCCCCCCCCC1=NCCN1	85	·	103	55
83	COc1cc(C2C(C#N)=C(N)Oc3cc(O)ccc32)cc(OC)c1OC (stereo not drawn)	55	50	44	53
84	COc1cc(-c2csc(NC(=O)c3ccc(Cl)c(C(F)(F)F)c3)n2)cc(OC)c1OC	54	84	78	79

cpd	UACC-62	UACC-257	M14	A549/ATCC
73	107	114	106	108
74	98	85	100	77
75	99	113	98	102
76	·	87	111	90
77	105	100	109	105
78	77	105	·	81
79	15	61	26	49
80	·	104	94	99
81	92	53	77	106
82	76	100	72	-15*
83	38	64	-16*	21
84	79	·	87	70

Next structures.
cpd	molecule	EKVX	HOP-92	MALME-3M	HOP-62
85	O=[N+]([O-])c1ccc(C=Nc2c(-c3ccccc3)no[n+]2[O-])o1	101	·	97	85
86	NS(=O)(=O)c1cnccc1-n1ccc(=O)c(S(N)(=O)=O)c1	90	81	50	86
87	COc1ccc2c(c1)C(C)Cc1c(ncnc1-n1cnc3cc(C)ccc31)N2C (stereo not drawn)	40	-2.5*	79	28
88	C/C(=N\NC(=O)C(C)SC(C)C(=O)N/N=C(\C)c1cccnc1)c1cccnc1 (stereo not drawn)	100	114	·	106

cpd	UACC-62	UACC-257	M14	A549/ATCC
85	80	94	78	98
86	97	115	·	34
87	36	47	8.9*	14
88	101	113	111	108

Screening results deposited in PubChem BioAssay by NCI.
